High-throughput results (PubChem)
TcdB GH inh = inhibitors of Clostridioides difficile toxin B glycohydrolase; 350,000 tested, 0.24% active; AID 652162; inhibition, % at 9.99 µM; TcdB glycohydrolase enzymatic assay, plate reader; P18177; in the data active = inhibition above about 10%
The depositor's hits bear a star. The list is partial; rates above refer to the full screens.

SMILES	TcdB GH inh
C[C@@H]1CN([C@H](C)CO)C(=O)c2cc(NC(=O)Nc3ccc(C(F)(F)F)cc3)ccc2O[C@@H]1CN(C)CC1CCCCC1	1.3
CCNC(=O)Nc1ccc2c(c1)C(=O)N(C)[C@H]1CC[C@@H](CC(=O)NC3CCCCC3)O[C@H]1CO2	-1.0
C[C@@H]1CN([C@@H](C)CO)C(=O)c2cccc(NC(=O)c3ccc(-c4nccs4)cc3)c2O[C@H]1CN(C)S(=O)(=O)c1ccc(Cl)cc1	1.1
COc1ccccc1CNC(=O)C[C@@H]1C[C@H]2c3cc(NC(=O)c4cccnc4)ccc3O[C@H]2[C@H](CO)O1	-1.0
C[C@H]1CN([C@@H](C)CO)C(=O)c2cc(NC(=O)CCCN(C)C)ccc2O[C@H]1CN(C)S(=O)(=O)c1ccc(Cl)cc1	-1.2
C[C@@H]1CN([C@@H](C)CO)C(=O)c2cc(/C=C/c3ccccc3)cnc2O[C@H]1CN(C)C(=O)c1ccccc1	1.6
CCS(=O)(=O)Nc1ccc2c(c1)C(=O)N(C)C[C@H](OC)[C@@H](C)CN(Cc1ccccn1)[C@@H](C)CO2	-0.3
COC(=O)C[C@@H]1CC[C@H]2[C@H](COc3ccc(NC(=O)c4cccc(F)c4)cc3C(=O)N2C)O1	0.4
CO[C@H]1CN(C)C(=O)c2ccc(NS(C)(=O)=O)cc2OC[C@H](C)N(C(=O)C2CC2)C[C@H]1C	-0.9
C[C@H]1CN([C@@H](C)CO)C(=O)c2cccc(NC(=O)C3CC3)c2O[C@@H]1CN(C)Cc1ccc(Cl)c(Cl)c1	1.8
C/C=C/c1ccc2c(c1)O[C@H](CN(C)Cc1ccccn1)[C@@H](C)CN([C@@H](C)CO)S2(=O)=O	-0.5
Cc1noc(C)c1NC(=O)N(C)C[C@@H]1Oc2ccc(NC(=O)Cn3cnnn3)cc2C(=O)N([C@@H](C)CO)C[C@H]1C	-2.5
C[C@H]1CN([C@@H](C)CO)S(=O)(=O)c2ccc(-c3ccc(F)cc3)cc2O[C@H]1CN(C)C(=O)C1CCOCC1	-1.5
COc1ccc(NC(=O)N(C)C[C@H]2Oc3c(cccc3N(C)C)C(=O)N([C@@H](C)CO)C[C@H]2C)cc1	-1.6
CN(C)C(=O)C[C@@H]1CC[C@@H]2[C@@H](COc3ccc(NC(=O)Nc4cccc(Cl)c4)cc3C(=O)N2C)O1	1.0
CCNC(=O)C[C@@H]1CC[C@H]2[C@H](COc3ccc(NC(=O)Nc4ccccc4Cl)cc3C(=O)N2C)O1	-0.4
COc1cccc(S(=O)(=O)N2CCCCN3[C@H](CO)[C@@H](c4ccc(C#CC(C)C)cc4)[C@@H]3C2)c1	2.4
COc1ccccc1NC(=O)N[C@H]1C=C[C@H](CC(=O)NCc2ccc(Cl)c(Cl)c2)O[C@H]1CO	-1.9
Cc1noc(C)c1NC(=O)N(C)C[C@H]1Oc2ccc(NS(=O)(=O)c3cn(C)cn3)cc2CC(=O)N([C@@H](C)CO)C[C@@H]1C	-1.5
Cc1ccc(S(=O)(=O)N[C@@H]2C=C[C@@H](CC(=O)NCc3ccccc3F)O[C@@H]2CO)cc1	0.2
C[C@@H]1CN([C@H](C)CO)C(=O)c2c(c3ccccc3n2C)-c2ccccc2CO[C@H]1CN(C)C(=O)[C@H](C)c1ccccc1	-0.3
CN(C)C(=O)C[C@@H]1C[C@H]2c3cc(NC(=O)c4ccc5c(c4)OCO5)ccc3O[C@H]2[C@@H](CO)O1	1.2
Cc1ccc(S(=O)(=O)N(C)C[C@H]2OCCCC[C@@H](C)Oc3ccc(NS(=O)(=O)c4ccc(Cl)cc4)cc3C(=O)N([C@H](C)CO)C[C@H]2C)cc1	-1.6
N#C[C@H]1[C@H](c2ccccc2-c2ccccc2)[C@@H](CO)N1C(=O)NC1CCCCC1	0.5
COc1ccc2c3c(n(C)c2c1)[C@@H](CO)N(CC1CCCC1)CC31CCN(C(=O)CN(C)C)CC1	-9.9
O=C(c1ccccn1)N1CC(=O)N2[C@H](CO)[C@H](c3ccc(C#CCc4ccccc4)cc3)[C@@H]2C1	0.0
C[C@H](CO)N1C[C@H](C)[C@H](CN(C)Cc2ccncc2)Oc2c(NC(=O)Nc3ccccc3)cccc2C1=O	0.2
O=C(C[C@H]1C=C[C@H](NC(=O)C2CCOCC2)[C@H](CO)O1)NCCc1cscn1	-0.3
Cc1noc(C)c1NC(=O)N(C)C[C@H]1OCCCC[C@H](C)Oc2ccc(NC(=O)NC(C)C)cc2C(=O)N([C@@H](C)CO)C[C@@H]1C	-4.4
O=C(Nc1cc(F)ccc1F)N1C[C@H]2[C@@H](c3ccccc31)[C@H](CO)N2Cc1cccnc1	-4.5

An excerpt from above in order of molecular weight, highest first:
SMILES	TcdB GH inh
C[C@H](CO)N1C[C@H](C)[C@H](CN(C)Cc2ccncc2)Oc2c(NC(=O)Nc3ccccc3)cccc2C1=O	0.2
COc1ccc2c3c(n(C)c2c1)[C@@H](CO)N(CC1CCCC1)CC31CCN(C(=O)CN(C)C)CC1	-9.9
CN(C)C(=O)C[C@@H]1C[C@H]2c3cc(NC(=O)c4ccc5c(c4)OCO5)ccc3O[C@H]2[C@@H](CO)O1	1.2

Next entries follow.
SMILES	TcdB GH inh
CCCNC(=O)[C@@H]1[C@@H](CO)[C@@H]2Cn3c(ccc(-c4cccc(F)c4)c3=O)[C@@H]2N1C(C)=O	0.1
CO[C@H]1CN(C)C(=O)c2ccc(NC(=O)C3CC3)cc2OC[C@H](C)N(C(=O)NC(C)C)C[C@@H]1C	0.1
C[C@@H]1CN([C@@H](C)CO)C(=O)c2cc(C#CCN(C)C)cnc2O[C@@H]1CN(C)C(=O)CN1CCOCC1	-1.3
O=S(=O)(c1ccccc1F)N1CCCCN2[C@@H](CO)[C@@H](c3ccc(-c4ccncc4)cc3)[C@@H]2C1	-0.5
Cc1noc(C)c1NC(=O)N(C)C[C@H]1Oc2ccc(NC(=O)C3CCCCC3)cc2CC(=O)N([C@@H](C)CO)C[C@H]1C	-3.8
CN1C(=O)c2cc(NC(=O)NC3CCCC3)ccc2OC[C@@H]2O[C@H](CC(=O)NC3CCC3)CC[C@H]21	0.4
CNC(=O)C[C@H]1CC[C@@H]2[C@@H](COc3ccc(NC(=O)c4ccccc4Cl)cc3C(=O)N2C)O1	2.7
C[C@@H]1CN([C@H](C)CO)C(=O)c2cc(NS(=O)(=O)c3cccs3)ccc2O[C@H]1CN(C)Cc1ccc(-c2ccccc2)cc1	0.6
C[C@@H]1CN([C@H](C)CO)C(=O)c2cc(NC(=O)c3ccncc3)ccc2O[C@@H](C)CCCCO[C@H]1CN(C)C(=O)Nc1ccc2c(c1)OCO2	-2.2
Cc1ccc(S(=O)(=O)N(C)C[C@H]2Oc3c(NC(=O)c4cnccn4)cccc3C(=O)N([C@H](C)CO)C[C@@H]2C)cc1	-0.8
C[C@@H]1CN([C@H](C)CO)C(=O)c2cccc(NS(=O)(=O)c3ccc(F)cc3)c2O[C@@H]1CN(C)S(=O)(=O)c1cccs1	0.1
CN(C)Cc1cn(CC[C@@H]2CC[C@H](NS(=O)(=O)c3ccc(-c4ccccc4)cc3)[C@H](CO)O2)nn1	0.9
COCC#Cc1ccc([C@@H]2[C@H](CO)N3CCCCN(C(=O)CN(C)C)C[C@@H]23)cc1	0.7
C[C@H]1CN([C@@H](C)CO)C(=O)c2cccc(NC(=O)NC3CCCCC3)c2O[C@@H]1CN(C)Cc1ccc(C(F)(F)F)cc1	0.9
COc1ccc(NC(=O)N2CC(=O)N3[C@H](CO)[C@H](c4ccc(Br)cc4)[C@@H]3C2)cc1	0.3
COc1ccccc1C#Cc1ccc2c(c1)[C@H]1[C@H](CCN1S(=O)(=O)c1ccccc1)[C@@H](CO)N2	0.6
C[C@@H]1CN([C@H](C)CO)C(=O)c2cc(NC(=O)Nc3ccc(C(F)(F)F)cc3)ccc2O[C@H]1CN(C)Cc1ccncc1	0.2
O=C(C[C@@H]1CC[C@H]2[C@@H](COC[C@@H](O)CN2CC2CCOCC2)O1)NCC1CCCCC1	-0.5
O=C(c1cccc(F)c1)N1CC2(C1)[C@@H](c1ccccc1)[C@H](CO)N2C(=O)C1CCC1	1.0
C[C@H]1CN([C@@H](C)CO)C(=O)c2cccc(NC(=O)C3CCCCC3)c2O[C@H]1CN(C)C(=O)NC1CCCCC1	0.7

Structural class: the entries above containing two or more sulfur atoms (four)
SMILES	TcdB GH inh
C[C@@H]1CN([C@@H](C)CO)C(=O)c2cccc(NC(=O)c3ccc(-c4nccs4)cc3)c2O[C@H]1CN(C)S(=O)(=O)c1ccc(Cl)cc1	1.1
Cc1ccc(S(=O)(=O)N(C)C[C@H]2OCCCC[C@@H](C)Oc3ccc(NS(=O)(=O)c4ccc(Cl)cc4)cc3C(=O)N([C@H](C)CO)C[C@H]2C)cc1	-1.6
C[C@@H]1CN([C@H](C)CO)C(=O)c2cc(NS(=O)(=O)c3cccs3)ccc2O[C@H]1CN(C)Cc1ccc(-c2ccccc2)cc1	0.6
C[C@@H]1CN([C@H](C)CO)C(=O)c2cccc(NS(=O)(=O)c3ccc(F)cc3)c2O[C@@H]1CN(C)S(=O)(=O)c1cccs1	0.1

More results
SMILES	TcdB GH inh
O=C(c1ccccn1)N1CC2(C1)[C@H](c1ccccc1)[C@H](CO)N2C(=O)C1CCCCC1	-0.2
COc1ccccc1NC(=O)N1CC[C@H]2[C@@H]1c1cc(-c3ccccc3)ccc1N(C)[C@H]2CO	0.0
CCCC#Cc1ccc2c(c1)O[C@H](CN(C)C(=O)c1cccnc1)[C@H](C)CN([C@@H](C)CO)S2(=O)=O	1.3
C=CCN(Cc1ccccc1)C(=O)[C@H]1N(Cc2ccc(OC)cc2)C(=O)[C@@H]2[C@@H](C(=O)O)C3C=CC21O3 (some centres undefined)	1.1
N#C[C@H]1[C@@H](c2ccccc2C2=CCCC2)[C@H](CO)N1S(=O)(=O)c1cccc(F)c1	1.1
C[C@@H]1CCCCO[C@@H](CN(C)S(=O)(=O)c2cccs2)[C@@H](C)CN([C@@H](C)CO)C(=O)c2cc(NC(=O)C3CCCCC3)ccc2O1	0.2
C[C@@H]1CCCCO[C@H](CN(C)C(=O)c2ccccc2)[C@@H](C)CN([C@@H](C)CO)C(=O)c2cc(NC(=O)C3CCCCC3)ccc2O1	-0.2
COc1cccc(CN2CCC3(CC2)CN(C(=O)C2CC2)[C@@H](CO)c2[nH]c4cc(OC)ccc4c23)c1	3.5
C[C@@H](NC(=O)C[C@H]1CC[C@H](NC(=O)C2CCC2)[C@@H](CO)O1)c1ccccc1	0.0
COCC(=O)N(C)C[C@@H]1Oc2cc(C#CCN(C)C)ccc2S(=O)(=O)N([C@@H](C)CO)C[C@H]1C	0.4
C[C@H](CO)N1C[C@H](C)[C@@H](CN(C)CC2CC2)Oc2ccc(NC(=O)Nc3ccc4c(c3)OCO4)cc2CC1=O	-0.2
Cc1ccc(-c2ccc([C@H]3[C@@H](CO)N4C(=O)CN(C(=O)c5ccncc5)C[C@@H]34)cc2)cc1	-1.2
CC(=O)N(C)C[C@@H]1Oc2cc(-c3cccnc3)ccc2S(=O)(=O)N([C@@H](C)CO)C[C@H]1C	1.3
O=C(Nc1cccc(Cl)c1)N1C[C@@H]2[C@H](c3ccccc31)[C@H](CO)N2CC1CCOCC1	-0.3
O=C1CN(Cc2ccccc2)C[C@H]2[C@H](c3ccc(Br)cc3)[C@H](CO)N12	0.2
CCCNC(=O)N(C)C[C@@H]1Oc2cc(-c3cccnc3)ccc2S(=O)(=O)N([C@@H](C)CO)C[C@H]1C	0.2
Cc1ccc(S(=O)(=O)Nc2ccc3c(c2)CC(=O)N([C@@H](C)CO)C[C@@H](C)[C@@H](CN(C)C(=O)Nc2ccccc2)O3)cc1	0.7
O=C(C[C@@H]1C[C@H]2c3cc(NC(=O)Nc4ccc(C(F)(F)F)cc4)ccc3O[C@H]2[C@@H](CO)O1)NCc1cc(F)ccc1F	-13
C[C@H](NC(=O)C[C@@H]1C[C@@H]2c3cc(NS(=O)(=O)c4ccc(F)cc4)ccc3O[C@@H]2[C@H](CO)O1)c1ccccc1	-0.9
CNC[C@H]1OCCCC[C@@H](C)Oc2ccc(NC(=O)Nc3ccccc3)cc2C(=O)N([C@@H](C)CO)C[C@@H]1C	-4.4
CO[C@@H]1CN(C)C(=O)c2cc(NC(=O)C3CCCC3)ccc2OC[C@@H](C)N(C(=O)Nc2ccc(C(F)(F)F)cc2)C[C@H]1C	-6.0
O=C(Cc1ccccc1)N1CC[C@@H]2[C@@H](CO)Nc3ccc(Br)cc3[C@@H]21	-0.9
C[C@@H]1CN([C@@H](C)CO)S(=O)(=O)c2ccc(C3=CCCCC3)cc2O[C@@H]1CN(C)Cc1cccc(C(=O)O)c1	0.4
Cc1noc(C)c1S(=O)(=O)Nc1ccc2c(c1)C(=O)N([C@H](C)CO)C[C@H](C)[C@@H](CN(C)Cc1ccc(C(F)(F)F)cc1)OCCCC[C@@H](C)O2	0.1
CC(C)NC(=O)Nc1ccc2c(c1)CC(=O)N([C@@H](C)CO)C[C@H](C)[C@@H](CN(C)Cc1ccc(C(F)(F)F)cc1)O2	0.8
O=C(Nc1ccc(Cl)c(Cl)c1)N[C@H]1CC[C@H](CCn2cc(C3CC3)nn2)O[C@H]1CO	-0.8
CCS(=O)(=O)N1CC2(CN(CC3CCOCC3)[C@H](CO)c3c2c2ccc(OC)cc2n3C)C1	0.1
C[C@@H]1CN([C@H](C)CO)C(=O)Cc2cc(NC(=O)Nc3ccccc3)ccc2O[C@H]1CN(C)Cc1ccc2c(c1)OCO2	-2.7
C[C@H](CO)N1C[C@H](C)[C@H](CN(C)C(=O)Nc2ccc3c(c2)OCO3)Oc2ccc(NC(=O)Cc3cn(C)c4ccccc34)cc2C1=O	-1.8
C[C@@H]1CN([C@@H](C)CO)C(=O)c2cccc(NC(=O)C3CCCCC3)c2O[C@H]1CN(C)S(=O)(=O)c1cccs1	0.7
